Bioassay records (PubChem)
DAGLB inhibitor – blocks human DAGLB lipase activity. Q8NCG7. HEK293T DAGLB membrane lysate, EnzChek fluorogenic substrate. inhibition, % at 5.17 µM. hit rate 0.059% among 340,000. AID 504411; in the data active means inhibition above about 34%;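 further: 0% = enzyme with vehicle and 100% = wells lacking enzyme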
Target sequence (Q8NCG7 whole entry, looked up): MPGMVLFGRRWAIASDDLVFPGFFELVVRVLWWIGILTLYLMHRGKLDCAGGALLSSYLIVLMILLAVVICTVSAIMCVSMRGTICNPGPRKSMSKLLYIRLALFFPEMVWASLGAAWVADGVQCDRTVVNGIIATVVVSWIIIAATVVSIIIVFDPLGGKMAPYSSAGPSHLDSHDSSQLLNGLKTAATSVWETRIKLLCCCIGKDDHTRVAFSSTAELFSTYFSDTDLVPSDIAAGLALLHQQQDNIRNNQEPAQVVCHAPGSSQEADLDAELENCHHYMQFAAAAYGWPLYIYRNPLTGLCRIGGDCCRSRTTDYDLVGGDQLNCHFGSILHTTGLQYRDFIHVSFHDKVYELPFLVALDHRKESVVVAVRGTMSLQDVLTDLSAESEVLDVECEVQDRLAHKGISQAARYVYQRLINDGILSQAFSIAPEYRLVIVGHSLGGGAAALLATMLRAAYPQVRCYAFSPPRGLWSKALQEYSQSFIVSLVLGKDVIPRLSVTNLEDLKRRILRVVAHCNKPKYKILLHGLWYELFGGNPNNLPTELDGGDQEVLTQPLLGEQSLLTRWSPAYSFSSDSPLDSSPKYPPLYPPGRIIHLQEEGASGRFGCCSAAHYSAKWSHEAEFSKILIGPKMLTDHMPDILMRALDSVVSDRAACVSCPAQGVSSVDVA
HTR5A ag ctr – activates human HTR5A in OPRM1-OPRD1 agonist counter-screen. hit rate 0.61% among 340,000. AID 504692. HTR5A agonist assay, luminescence, cell-based. activation, % at 9.3 µM. P47898; in the data active means activation mostly above about 9.5%, no sharp cut-off; inactive means mostly below about 7.6%;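 further: 0% = cells with vehicle only and 100% = reference agonist; strong numbers were not always called active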
Mot1-301 SUMO – blocks SUMOylation pathway, rescuing yeast Mot1-301 growth; S. cerevisiae Mot1-301 growth rescue, ATP luminescence, 38.5C; percent above DMSO median, 100 means doubled; growth rescue, % at 18.8 µM; hit rate 1% among 320,000; AID 2716;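 active means every valid replicate shows activation above 250% relative to neutral control wells; inactive means the rest, any valid replicate at or below 250%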;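 further: OY570 slx delta 5 strain wells were the positive control but not used for scaling; some compounds called inactive have numbers as strong as hits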
HTR5A inv ctr – counter-screen for OPRM1-OPRD1 inverse agonists: human HTR5A inverse agonism; HTR5A cell line, luminescence; inhibition, % at 9.3 µM; AID 504634; hit rate 0.083% among 340,000; P47898; in the data active means inhibition mostly above about 23%, no sharp cut-off; inactive means mostly below about 18%;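 further: 0% = cells with DMSO and 100% = no-cell wells with DMSO; some compounds called inactive have numbers as strong as hits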
PKA-R2B activ – activators of human PKA-R2B complex | PKA-R2B holoenzyme dissociation, Cy5-IP20 fluorescence polarization; R2B truncated from residue 108, S112A mutant; 0% DMSO only, 100% 113 µM cGMP | hit rate 0.079% among 340,000 | P22694+P31323 | AID 504700 | activation, % at 11.4 µM;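 active means activation above a cutoff set at the mean over all compounds plus 3 SD, cut at about 18% in these data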;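 further: higher means more holoenzyme dissociation and a rise in polarization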
Target sequence (P31323 whole entry, looked up, other chains not shown, the tested form may be a part): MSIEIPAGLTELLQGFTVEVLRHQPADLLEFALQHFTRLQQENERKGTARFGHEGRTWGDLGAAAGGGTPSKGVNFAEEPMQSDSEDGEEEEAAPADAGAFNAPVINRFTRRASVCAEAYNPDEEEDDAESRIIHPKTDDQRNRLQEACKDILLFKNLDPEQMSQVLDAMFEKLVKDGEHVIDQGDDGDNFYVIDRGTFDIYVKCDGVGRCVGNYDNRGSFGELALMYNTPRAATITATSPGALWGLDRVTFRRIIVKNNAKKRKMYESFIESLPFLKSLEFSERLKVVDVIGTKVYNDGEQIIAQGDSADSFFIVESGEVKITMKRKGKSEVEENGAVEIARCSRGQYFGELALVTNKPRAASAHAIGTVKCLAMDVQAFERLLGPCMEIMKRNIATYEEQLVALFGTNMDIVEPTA
PKA-R1A act – activates the PKA-R1A holoenzyme complex | P00514+P68181 | PKA-R1A dissociation, Cy5-IP20 fluorescence polarization; scaled: DMSO 0%, 113 µM cGMP 100% | activation, % at 11.4 µM | hit rate 0.083% among 340,000 | AID 504707;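 active means percent activation above the mean of all tested compounds plus 3 SD, cut at about 19% in these data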;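 further: higher means more PKAc released from R1A so a rise in polarization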
phage Ecoli inh – E. coli growth loss with phage present. growth absorbance. inhibition, % at 11.9 µM. hit rate 0.26% among 360,000; in the data active means inhibition above about 11%
Tat export inh – blocks Tat-dependent protein export in E. coli; E. coli MC4100 TorA-mCherry Tat export, fluorescence; inhibition, % at 10 µM; hit rate 0.036% among 340,000; AID 488895;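 active means mean replicate inhibition at least 50% and at least half of replicates individually reaching 50%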;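 further: exported cargo escapes ClpAP degradation while cytoplasmic cargo is degraded and loses fluorescence; 0% = median of neutral control wells and 100% = median of NaSCN control wells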
CDK5 p35 inh – blocks human CDK5/p35 kinase activity; Recombinant CDK5/p35, ADP-Glo luminescence, 60 min; AID 488839; inhibition, % at 10 µM; hit rate 0.01% among 330,000; Q00535+Q15078;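 active means highest replicate inhibition of at least 50% and at least 75% of replicates reaching 50%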;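 further: plate controls were DMSO neutral control for no effect and GW8510 at 10 µM for full effect; many of its hits are not listed in these tables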
AddAB inh – less growth of phage-infected E. coli with AddAB; AID 435030; inhibition, % at 11.9 µM; E. coli expressing H. pylori AddAB, absorbance growth; hit rate 0.29% among 330,000; in the data active means inhibition above about 12%;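 further: 0% = vehicle wells of infected cells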
E coli growth – reduces bacterial viability in AddAB counter-screen | inhibition, % at 11.9 µM | E. coli V3065 growth, OD600 absorbance, 18 h | hit rate 0.27% among 330,000 | AID 449728;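 active means inhibition above the campaign's mean inhibition across all tested compounds plus 3 SD, cut at about 9.9% in these data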;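 further: uninfected addAB+ strain grown without phage in ampicillin broth; 0% = DMSO wells and 100% = ciprofloxacin 0.95 µg/ml wells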
* = called active by the depositor; . = not tested or not shown. Hits appear at their usual frequency (roughly 2.3% active in at least one column).

SMILES	DAGLB inhibitor	HTR5A ag ctr	Mot1-301 SUMO	HTR5A inv ctr	PKA-R2B activ	PKA-R1A act	phage Ecoli inh	Tat export inh	CDK5 p35 inh	AddAB inh	E coli growth
Cc1ccccc1Nc1nc(N)nc(CSc2ccc(F)cc2)n1	2	4	246	4	-9	-6	4.2	-1	0.1	3.5	1.6
Cc1ccc(-n2c(SCC(=O)N3CCOCC3)nnc2-c2cccnc2)cc1C	-2	0	-10	-14	-7	9	1.5	1	-0.3	1.8	-2.5
C=CCNC(=S)NNC(=O)c1ccc(Br)o1	-3	-1	1	-40	-7	-2	1.3	-1	-1.0	-0.9	-1.0
CN1CCc2c(sc(NC(=O)C3CCCCC3)c2C(N)=O)C1	-2	-2	-3	13	6	0	1.8	-11	5.2	-2.4	-3.6
Cc1ccccc1CN1CCN(C(=O)c2ccco2)CC1	-2	1	89	-3	0	7	-0.2	-2	0.4	2.4	0.3
C=CCNC(=S)NNC(=O)COc1ccc(Cl)cc1Cl	3	3	21	8	-12	-18	3.3	12	2.6	4.8	2.5
COc1ccccc1N1CCN(Cc2nc3ccccc3[nH]2)CC1	-7	-6	-15	-1	-5	-1	0.6	6	-4.9	0.7	-1.9
Cc1ccc(C)c(C(=O)C(C)OC(=O)CN2C(=O)NC3(CC(C)CC(C)(C)C3)C2=O)c1 (stereo unspecified)	-1	2	104	-6	-3	-6	0.1	-10	-2.2	0.1	-0.9
COc1ccc(N(CC(=O)N/N=C/c2ccccc2OC)S(=O)(=O)c2ccccc2)cc1	-1	3	169	-10	-7	-1	3.9	1	-1.1	-0.5	-0.5
CC(C)(C)OC(=O)C[C@@H]1C/C=C\C[C@H](CC(=O)N[C@@H](CO)Cc2ccccc2)C(=O)N[C@H](C(C)(C)C)COC1=O	-2	1	-1	-24	2	6	-1.6	-2	2.3	-0.1	0.2
COC(=O)c1ccc(/C=N/n2c(C)nc3ccccc3c2=O)cc1	-3	4	-12	-15	-1	6	1.0	-10	1.6	0.0	1.3
CC(C)[C@H](NC(=O)C1CC(=O)N(c2ccc(F)cc2)C1)C(=O)N1CCCCC1 (stereo partly specified)	-1	-3	-45	1	-8	2	0.3	-5	-0.5	5.5	0.4
CCOc1ccc(NC(=S)N(CCN2CCOCC2)Cc2ccc3c(c2)CCCN3CC)cc1	-1	-1	25	12	10	-10	0.8	7	-0.5	-0.1	-1.1
CCCCn1c(SCC(=O)c2ccc3c(c2)OCCO3)nnc1-c1ccoc1C	2	-2	8	-17	-6	-6	-0.5	-7	-1.6	-2.1	-4.8
COc1ccc(C(O)c2nccn2Cc2ccccc2)cc1OC (stereo unspecified)	0	-1	32	2	-12	7	-0.4	-10	-4.2	0.5	0.4
CCCCNC(=O)Cn1c(-c2ccc(OC)cc2)noc1=O	-2	1	311	21	-6	0	-0.8	1	0.7	-2.0	0.8
Cc1cc(NC(=O)CSc2nccn2-c2cccc(F)c2)no1	2	1	-11	-5	-12	-12	1.6	-10	5.4	0.2	-1.0
CC(C)(C)C(Cn1ccnc1)NC(=O)c1ccc2nc(C3CC3)oc2c1 (stereo unspecified)	-1	0	-3	1	-7	1	2.5	5	-0.5	3.5	-0.3
O=[N+]([O-])c1c(N2CCN(CCO)CC2)nc2ccccn12	-1	4	589	-14	1	-2	3.2	-1	0.9	1.8	3.0
CC(=O)C1=C(NC(=O)c2ccc(C(F)(F)F)cc2)C[C@@H]2[C@H]1C2(C)C	2	-3	41	9	-6	3	1.2	3	-1.8	1.7	1.3
CCOC(=O)C(=O)c1c(C)cc2ccccn12	1	-3	.	4	0	-12	5.0	0	-2.5	.	.
CCC(=O)Nc1c2c(nn1-c1cccc(Cl)c1)CS(=O)(=O)C2	-1	4	2	20	-4	4	2.0	-6	0.9	1.4	0.4
Cc1ccc2c(c1)N(CC(=O)NCc1cccnc1)C(=O)CO2	1	-2	.	-7	-2	-2	2.5	9	0.9	1.8	2.2
C[C@H](NC(=O)CCCOc1ccc(Cl)cc1Cl)c1nnc2ccccn12	2	-1	-1	-15	-1	-7	1.7	-8	.	0.6	-0.4
O=C(O)c1ccccc1C(=O)NCc1c(Cl)cccc1Sc1ccc(Cl)cc1	0	2	-10	-7	-2	2	4.3	2	-3.9	2.5	-1.9
CCn1c(SCC(=O)NC2=NCCS2)nnc1C(C)NC(=O)c1ccccc1Br (stereo unspecified)	-2	10	28	-27	5	1	-0.5	-8	0.5	5.5	1.2
CC(C)c1nnc(NC(=O)CCC(=O)NC2CCCc3ccccc32)s1 (stereo unspecified)	2	0	12	-2	-9	2	3.2	7	2.3	-0.4	-1.4
CC(NC(=O)COc1ccc([N+](=O)[O-])cc1)c1ccccc1 (stereo unspecified)	-1	4	-4	-25	2	1	3.0	1	0.5	0.8	0.3
COc1cc(COCC(O)CN2C(C)CCCC2C)cc(OC)c1OC (stereo unspecified)	3	2	0	-5	-1	-2	2.8	1	-0.3	0.8	0.2
c1ccc(OCc2nn3c(-c4ccco4)nnc3s2)cc1	1	6	9	4	-17	-3	3.3	4	0.2	5.0	1.7

Reprinted from the part before: 2 compounds; new compounds follow.
SMILES	DAGLB inhibitor	HTR5A ag ctr	Mot1-301 SUMO	HTR5A inv ctr	PKA-R2B activ	PKA-R1A act	phage Ecoli inh	Tat export inh	CDK5 p35 inh	AddAB inh	E coli growth
COc1cc(COCC(O)CN2C(C)CCCC2C)cc(OC)c1OC (stereo unspecified)	3	2	0	-5	-1	-2	2.8	1	-0.3	0.8	0.2
c1ccc(OCc2nn3c(-c4ccco4)nnc3s2)cc1	1	6	9	4	-17	-3	3.3	4	0.2	5.0	1.7
O=C(Nc1cc(C(F)(F)F)ccc1N1CCOCC1)c1n[nH]c(=O)c2ccccc12	2	1	-2	6	-4	-1	0.3	-7	0.0	-3.0	-3.3
CC(=O)c1ccc(C(=O)N2CCc3c([nH]c4ccccc34)C2c2ccccn2)s1 (stereo unspecified)	-1	0	7	1	2	-5	3.9	1	-1.0	2.4	1.8
CCCCNCCOCCSc1ccc(Cl)cc1	0	-3	110	4	-7	4	4.7	-13	-1.2	0.8	2.1
CCc1ccc(C(=O)COC(=O)c2nn(C)c(=O)c3ccccc23)cc1	-4	-3	.	7	-8	-10	0.7	1	-0.2	3.5	1.8
O=C(NNC(=O)C1CC=CCC1C(=O)O)c1ccc(Cl)cc1 (stereo unspecified)	-4	-2	2	5	5	7	4.0	1	0.2	-0.4	0.4
O=C(COc1ccc([N+](=O)[O-])cc1)NCc1ccccc1	-5	1	6	-3	-15	-5	0.9	16	2.0	-1.1	1.6
Cn1nc(C(F)(F)F)cc1Oc1ncc(C(F)(F)F)cc1Cl	-2	-1	-24	2	5	1	3.6	5	-0.6	2.9	-2.5
CCOC(=O)c1c(Cl)c(C)nn1-c1nc(OC)cc(OC)n1	-5	-1	13	2	5	-3	4.5	-1	1.0	1.9	0.7
Cc1nc2ccc(C(=O)N3CCN(Cc4ccccc4)CC3)cc2[nH]1	0	2	-10	-4	5	2	2.4	6	-0.4	2.3	0.6
O=C(NCCC1=CCCCC1)c1cc2c(s1)CS(=O)(=O)C2	4	0	7	-10	12	0	1.4	1	-0.8	2.8	1.7
CC(C)c1ccc(N2C(=O)CC(Sc3ncccn3)C2=O)cc1 (stereo unspecified)	1	-2	7	8	0	-4	1.0	-2	-2.8	.	.
O=C(COc1ccccc1Br)N1CCN(C(=O)c2cccs2)CC1	-3	0	2	14	9	8	-0.9	0	-0.1	2.1	-0.3
CCN1CCN(C(=O)c2cc(S(=O)(=O)N3CC(C)CC(C)C3)ccc2Cl)CC1 (stereo unspecified)	-4	2	.	-6	-3	0	2.4	-2	-0.7	.	.
CC(=O)c1cccc(NC(=O)COC(=O)COc2ccc(Cl)cc2)c1	1	-4	10	11	-9	-7	5.8	5	-0.2	2.0	0.5
O=C(NNC(=O)c1c(F)cccc1F)c1sccc1-n1cccc1	-2	-5	-19	13	0	-5	2.5	-12	-0.9	-0.2	-0.8
CN(CC(=O)Nc1ccc(Cl)c(C(F)(F)F)c1)C(=O)c1cc(-c2ccncc2)nc2ccccc12	0	3	20	-6	9	6	1.5	2	-0.9	-1.5	-1.1
Cc1ccc(S(=O)(=O)N(C)C)cc1NC(=O)CSc1ccc2c(c1)OCCO2	-1	3	-9	-10	3	-3	0.9	4	2.0	-2.2	-1.9
COC(=O)[C@@H]1CCCN1C(=O)[C@@H](NC(=O)OC(C)(C)C)C(C)C	-1	-3	-3	10	12	7	1.9	-2	1.2	2.3	2.9
COc1ccc(CN2CCCC(N3CCN(c4cccc(Cl)c4)CC3)C2)cc1OC (stereo unspecified)	1	-1	-3	-2	-6	-8	1.9	-2	-0.2	.	.
COCCCN(C(=S)NC(=O)C(C)(C)C)c1c(N)n(Cc2ccccc2)c(=O)[nH]c1=O	-3	-3	-1	-4	-6	0	-0.4	-7	0.1	-0.3	-3.2
Cc1ccc(C(=O)/C=C/c2ccc3ncccc3c2)cc1	-1	-2	-18	7	-4	-2	-0.1	-2	-0.4	-0.3	-1.5
O=C(COC(=O)c1ccc(NS(=O)(=O)c2ccc(Br)s2)cc1)NC1CCCC1	1	1	2	-7	-2	1	-1.4	-2	0.9	0.3	-0.8
CCC(=O)N(Cc1cccs1)C1CCOC(C)(C)C1 (stereo unspecified)	-2	1	-6	-6	-1	-3	0.8	-7	1.8	0.1	-0.1
CCOc1ccc(C(C)(N)C(=O)O)cc1 (stereo unspecified)	-5	-1	-7	2	2	-12	3.5	20	-3.8	0.5	-1.8
O=C1C2ON(c3ccccc3)C(c3ccccn3)C2C(=O)N1c1ccc(Br)cc1 (stereo unspecified)	1	-9	0	9	7	8	1.6	-9	-2.2	1.0	1.3
Cn1c(SCC(=O)c2ccccc2)nc2cccnc21	-2	9.7*	.	12	-1	4	3.1	7	1.3	0.0	-1.1
Cc1cc(C)c(NC(=O)CSc2nnc(Cc3cccn3C)n2-c2ccc(F)cc2)c(C)c1	0	-1	9	25	-10	-10	-0.6	5	-0.1	-1.8	1.1
O=S(=O)(Nc1ccc(Cl)cc1)c1ccc(N2CCOCC2)c(NC(=S)NC2CC2)c1	1	6	-6	2	-3	-1	3.1	-4	-0.3	-0.6	0.3
O=C(Nc1ccccc1)C1=C[C@@H](c2ccc3c(c2)OCO3)C[C@@H](OCCCCO)O1	0	0	0	-6	9	-6	0.5	-44	0.4	3.5	-0.3
CCc1cccc(NC(=O)CCS(=O)(=O)c2ccc3c(c2)NC(=O)CO3)c1	1	4	-14	-1	-2	0	2.1	2	1.9	1.8	0.5
O=C(COc1ccccc1)Nc1ccncc1	-3	4	-28	5	-2	2	1.2	-4	-0.5	-1.8	2.2
C=CCN1C(=O)C(O)(CC(=O)c2ccccn2)c2ccccc21 (stereo unspecified)	1	-3	-16	7	8	2	6.1	3	0.7	-1.4	-4.0
CC(C)OCCOc1ccc2oc(-c3ccco3)cc(=O)c2c1	-3	3	248	5	-3	10	4.6	7	2.0	3.6	0.3
